mcGAS lum – cyclic GMP-AMP synthase inhibitors, mouse, primary biochemical chemiluminescence; Q8C6L5; recombinant cGAS, Kinase-Glo ATP depletion luminescence; inhibition, % at 12.5 µM; 160,000 tested, 0.15% active;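 further: 0% = negative control wells and 100% = reference inhibitor with no enzyme activity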
hcGAS lum – Primary biochemical luminescence assay for human cyclic GMP-AMP synthase inhibitors. Q8N884. 290,000 tested, 0.081% active. inhibition, % at 12.5 µM. recombinant h-cGAS, ATP depletion, Kinase-Glo luminescence;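 further: 0% = vehicle reaction and 100% = reaction without DNA for no activity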
Target sequence (Q8N884 whole entry, looked up): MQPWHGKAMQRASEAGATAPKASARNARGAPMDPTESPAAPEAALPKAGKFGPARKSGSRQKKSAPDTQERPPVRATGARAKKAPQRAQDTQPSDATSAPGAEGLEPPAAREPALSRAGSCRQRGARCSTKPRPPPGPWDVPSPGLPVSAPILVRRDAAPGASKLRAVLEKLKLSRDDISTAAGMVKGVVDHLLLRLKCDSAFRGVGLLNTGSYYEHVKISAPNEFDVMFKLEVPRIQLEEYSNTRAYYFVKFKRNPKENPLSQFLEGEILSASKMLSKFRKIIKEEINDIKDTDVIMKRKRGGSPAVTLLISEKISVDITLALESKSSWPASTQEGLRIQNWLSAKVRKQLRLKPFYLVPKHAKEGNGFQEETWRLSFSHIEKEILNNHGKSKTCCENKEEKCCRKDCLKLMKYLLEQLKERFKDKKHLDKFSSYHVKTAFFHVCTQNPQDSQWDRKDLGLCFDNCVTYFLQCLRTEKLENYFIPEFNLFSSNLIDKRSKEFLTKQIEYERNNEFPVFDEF
NPYLR7 ag – agonists of mosquito NPYLR7 receptor, primary screen, cell-based, Aedes aegypti, calcium fluorescence, mosquito biting behavior; Aedes aegypti neuropeptide Y-like receptor 7 (NPYLR7); HEK293T NPYLR7/Galpha15, GCaMP6s calcium fluorescence; activation, % at 10 µM; 270,000 tested, 0.15% active; in the data active means activation above about 40%;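 further: 0% = vehicle and 100% = reference agonist at the receptor; some compounds past the cut are filed as inactive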
* marks the source's active call; other numbers are inactive results; · = no result given; & = joins results of further samples. Unless noted, no stated cut-off is given here; in the data, active means inhibition above about 40%; inactive means the rest.

SMILES	mcGAS lum	hcGAS lum	NPYLR7 ag
Cc1ccc(-n2c(N)cc(=O)nc2SCC(=O)N2CCCc3ccccc32)cc1	-5	-4	-3
CC(=O)N[C@H]1C[C@@H](C2(C)CCN(C)CC2)O[C@@H](C(C)(C)C)C1	·	2	-1
CN(C)S(=O)(=O)c1ccc(CNC(=O)N2CCN(Cc3ccsc3)CC2)s1	-16	-3	1
COc1ccc(C)cc1NC1CCCN(C(=O)Cc2ccccc2)C1 (stereo not given)	·	0	-2
O=C(CCC1CCN(C(=O)c2ccsc2)CC1)NCc1cccc(C(F)(F)F)c1	-9	-8	2
CCCCS(=O)(=O)NC(=O)C1(C)CCN1C(=O)C1(c2ccccc2)CC1 (stereo not given)	·	-5	6
COc1ccc(OC)c(NC(=O)Cn2c(-n3nc(C)cc3C)nc3c(c2=O)CCCC3)c1	0	7	·
COCCN(Cc1ccc(C(O)(CC2CCC2)CC2CCC2)o1)Cc1cccs1	-5	-8	11
O=C(c1ccc(Cl)cc1)N(CC(=O)N1CCc2sccc2C1c1ccc(F)cc1)C1CC1 (stereo not given)	2	-1	-8
COc1cccc(CNC(=O)c2ccc(-c3cccc(Cl)c3)s2)c1OC	2	-3	-5
O=C(NC1CCCCCC1)N1CCN(C(c2ccccc2)c2ccc(Cl)cc2)CC1 (stereo not given)	-8	-2	25
CCc1ccc(-c2csc(CC(=O)N3CCOCC3)n2)s1	-6	-4	1
CCC(C)NC(=O)c1cc(NC(=O)c2ccc(Cl)cc2)ccc1N1CCN(c2ccccc2OC)CC1 (stereo not given)	-3	-5	3
COc1cc(Nc2nccc3[nH]c(-c4ccc(C(=O)N(C)C)cc4)cc23)cc(OC)c1OC	-6	-3	-1
O=C(NCc1noc(Cc2ccccc2)n1)c1cccc2ccnn12	-18	-1	25
COc1cc(-c2cc(C(F)(F)F)n3ncc(C(=O)Nc4ccc(O)cc4)c3n2)cc(OC)c1OC	-8	-7	9
COc1ccc(-c2nc3ccc(C)cn3c2NC(=O)C23CC4CC(CC(C4)C2)C3)cc1OC	-7	-9	-3
O=C(C1CCS(=O)(=O)CC1)N1CCCC(c2ccn[nH]2)C1 (stereo not given)	-5	-8	·
COc1ccc(F)cc1CN1C(=O)CC(C)(c2ccsc2)C1=O (stereo not given)	-13	-7	0
C=CC[C@@H]1CC=C[C@@H](C)N1C(=O)Cn1ccnc1CC	·	0	21

Overlap with the part before: two entries, then new ones.
SMILES	mcGAS lum	hcGAS lum	NPYLR7 ag
COc1ccc(F)cc1CN1C(=O)CC(C)(c2ccsc2)C1=O (stereo not given)	-13	-7	0
C=CC[C@@H]1CC=C[C@@H](C)N1C(=O)Cn1ccnc1CC	·	0	21
CC(=O)c1cccc(NC(=O)N2CCC(Cc3ccc(-n4cccc4)cc3)CC2)c1	2	2	3
C=CCc1cc(C(=O)OC)cc(OC)c1OC(=O)c1cc(OC)cc(OC)c1	·	-8	9
O=S1(=O)C=CC(Sc2nc3ccccc3[nH]2)C1 (stereo not given)	8	-11	4
COc1ccc(-c2nnc(SCC(=O)c3ccccc3F)n2C)cc1	-1	2	-5
CCC(NC(=O)C(NC(=O)OCc1ccccc1)SC(C)C)C12CC3CC(CC(O)(C3)C1)C2 (stereo not given)	-3	-1	-11
COc1ccc(-n2nc(-c3ccc(C)o3)cc2C(=O)N(CCc2ccccc2)Cc2ccccc2)cc1	-5	-3	16
COc1ccccc1OCC(=O)N1CCc2c(cnc(C)c2CNC(=O)C(OC)c2ccccc2)C1 (stereo not given)	-12	-9	17
COC(=O)C(C)Sc1nc2c([nH]c3ccccc32)c(=O)n1-c1cccc(OC)c1 (stereo not given)	-6	-1	1
O=C(NCc1ccco1)C(c1ccccc1)N1C(=O)CSC1c1ccc(F)cc1 (stereo not given)	-5	-7	27
COc1ccc2c(c1)OC[C@@H]1CN(CCO)C(=O)CCN(C(=O)COc3ccccc3)[C@H]21	0	8	-5
Cc1c(Cl)c([N+](=O)[O-])nn1CC(=O)NCc1ccc(Cl)cc1	-6	-8	1
O=C(CC(c1ccc(Cl)c(Cl)c1)c1c[nH]c2ccccc12)NC1CCN(Cc2ccccc2)CC1 (stereo not given)	-2	-5	-2
CS(=O)(=O)Cc1ccc(N2C[C@@H]3[C@H](C2)[C@H]2CC[C@@H]3O2)nc1	·	-5	2
Cc1ccc(N=Nc2cn[nH]c2C)cc1	·	-3	3
CC(C)(NS(=O)(=O)c1cccs1)c1ccc(Br)cc1	·	-10	-14
O=S(=O)(NCC1(c2ccccc2)CC1)c1ccccc1F	-5	-8	5
CC(C)C(=O)NCCCn1nc(-c2ccccc2)ccc1=O	·	-2	3
CCNC(=O)N1CCC(NC(C)Cn2nc(C)c(Cl)c2C)CC1 (stereo not given)	1	7	·
Clc1ccc(-c2nn3c4cc(N5CCNCC5)ccc4nc3c3ccccc23)cc1	-6	-2	10
CCc1ccc(CC(=O)N=c2sc3cc4c(cc3n2C)OCCO4)cc1	-10	-8	-9

Six records picked at random from those above, as already listed:
SMILES	mcGAS lum	hcGAS lum	NPYLR7 ag
CC(=O)c1cccc(NC(=O)N2CCC(Cc3ccc(-n4cccc4)cc3)CC2)c1	2	2	3
COc1ccc2c(c1)OC[C@@H]1CN(CCO)C(=O)CCN(C(=O)COc3ccccc3)[C@H]21	0	8	-5
O=C(c1ccc(Cl)cc1)N(CC(=O)N1CCc2sccc2C1c1ccc(F)cc1)C1CC1 (stereo not given)	2	-1	-8
C=CC[C@@H]1CC=C[C@@H](C)N1C(=O)Cn1ccnc1CC	·	0	21
CS(=O)(=O)Cc1ccc(N2C[C@@H]3[C@H](C2)[C@H]2CC[C@@H]3O2)nc1	·	-5	2
CCC(NC(=O)C(NC(=O)OCc1ccccc1)SC(C)C)C12CC3CC(CC(O)(C3)C1)C2 (stereo not given)	-3	-1	-11

Carrying on:
SMILES	mcGAS lum	hcGAS lum	NPYLR7 ag
CC(C)c1ccccc1OCc1nc(CN(C(=O)c2ccccc2F)C2CC2)cs1	0	-1	0
CC(C)NC(=O)CSc1nnc(-c2ccccc2)c(-c2ccccc2)n1	-9	-6	·
CC1(C)C2(C(=O)NC3CC4CCC(C3)N4Cc3ccoc3)CC[C@@]1(C)C(=O)O2 (stereo not given in full)	-7	-10	3
O=C(NCC1(c2ccccc2)CCOCC1)c1cn(C2CC2)cc(C(=O)NC2CCCCC2)c1=O	-9	-5	21
CCOC(=O)C1=C(O)/C(=C\c2ccc3c(c2)OCCO3)SC1=Nc1cccc(F)c1	-3	-2	11
Cc1nn2cc(CNC(=O)c3ccc(C4CCCO4)s3)nc2s1 (stereo not given)	-9	0	18
COc1ccc(-c2ccc(CN3CCN(C)CC3)cn2)cc1C	·	-4	1
Cc1cc(NC(=O)CSc2nc(C)c(C)n2CC(C)C)no1	·	-1	-2
CCCc1nc(SCc2cc(Br)c3c(c2)OCO3)n[nH]1	·	-8	6
CN(CCc1ccccn1)c1nccc(CCC(F)(F)F)n1	·	-5	9
CC(OC(=O)c1nc(-c2ccccc2)oc1C1CC1)C1CCOC1 (stereo not given)	-9	-2	-1
O=C(c1cc2ccccc2o1)N1CCN(c2ncnc3c2nnn3-c2ccc(Cl)cc2)CC1	-9	-8	0
Cc1sc2nc(-c3cccnc3)nc(NC(C)C(C)C)c2c1C (stereo not given)	·	-3	-3
Cc1nnc(COC(=O)C2CCN(C(=O)c3ccc(Cl)cc3)CC2)n1C	·	2	-4
CC(C)[N+](C)(CCOC(=O)C1c2ccccc2Oc2ccccc21)C(C)C	-5&-4	-3&3&-5&-7&1	-9&-26&0&2
O=C1N(c2ccccc2)CCC12CCN(Cc1cc3n(n1)CCNC3)CC2	-14	-8	8
C=CCNC(=O)C1CC(c2ccc(F)c(C)c2)CN(Cc2ccc(OC)cc2)C1 (stereo not given)	-3	0	·
Fc1ccc(Cc2nc(CSc3nc4ccccc4s3)cs2)c(Cl)c1	-5	-6	2
COc1ccc(-c2nc3ccccn3c2NC(=O)COc2ccc(Cl)cc2)cc1	-7	-5	-3
O=C(CCc1nnc(Cc2ccc(-c3ccccc3)cc2)o1)NCCc1ccccn1	-4	0	1
Cn1nc(C(=O)NCc2ccccc2)c2c1CCN(C(=O)CCC1CCCCC1)C2	-6	-9	18
CCOC(=O)CNC(=O)Cn1cc(OC)c(=O)cc1CN1CCCCC1	-7	-5	-3
Cc1ccn2c(=O)nc(SCC(=O)N3CCCc4ccccc43)nc2c1	-1	1	4
O=C(O)C1CC=C(Cl)CC1C(=O)N1CCCCC1 (stereo not given)	-4	2	7
CC(C)CCn1c(SCC(=O)NC(C)(C)C)nc2cc(Cl)ccc2c1=O	·	-6	-1
COc1cccc(CN2CCC(C(=O)NC(c3ccc(Cl)cc3)c3cccnc3)CC2)c1 (stereo not given)	-3	-7	12
Cc1ccc2c(Nc3ccc4c(c3)OCO4)c(C(=O)N3CCC(C)CC3)cnc2n1	-1	0	-12
CCN(CC)C1(C(N)=O)CCCCC1	·	-6	5
CC(C)C(C)(C#N)NC(=O)CSc1nnc(C2CC2)n1C (stereo not given)	·	-8	3
COCc1ccccc1CNC(=O)CN1CCC(C)Sc2ccccc21 (stereo not given)	·	-2	4
O=C(CN1CCc2ccccc21)NCC(=O)Nc1ccc(F)c(F)c1	·	-1	7
CCCC(O)CN(CCOC)Cc1nc2scc(-c3cccc(OC)c3)c2c(=O)[nH]1 (stereo not given)	-3	0	-3
O=C(Nc1cccc(Cl)c1)C(C1CCCC1)N1CCN(C(=O)c2ccc(F)cc2F)CC1 (stereo not given)	0	2	-5
NS(=O)(=O)CCCC(=O)N1CCOC(C(F)(F)F)C1 (stereo not given)	-15	-6	1
CCOc1ccc(-n2ccnc(SCC(=O)NCCc3ccccc3)c2=O)cc1	-7	-5	2
COc1ccc(CN(CC(C)C)C(=O)CCC(F)(F)F)cc1	-8	-1	2
CSc1nc(N2CCOCC2)c2cnn(CCNC(=O)Cc3cccc(C)c3)c2n1	0	17	4
O[C@@H]1C[C@@H]2C[C@H](c3ccccc3)OC[C@@]2(O)[C@H]1Nc1ccccn1	-3	5	1
O=C(C1Cc2ccccc2N2CCCCC12)N1CCOCC1 (stereo not given)	1	-1	·
Cc1nnc(COc2ccccc2I)o1	·	-14	1

A few values from the entries so far.
`Cc1ccn2c(=O)nc(SCC(=O)N3CCCc4ccccc43)nc2c1` | NPYLR7 ag = 4
`NS(=O)(=O)CCCC(=O)N1CCOC(C(F)(F)F)C1` (stereo not given) | NPYLR7 ag = 1
`Cc1nnc(COc2ccccc2I)o1` | hcGAS lum = -14

Going on with the list:
SMILES	mcGAS lum	hcGAS lum	NPYLR7 ag
COc1ccc(C(=O)N2CCCCC2c2cn[nH]c2)c(F)c1 (stereo not given)	-7	-4	12
Cc1nn(-c2ccc(F)cc2)c(C)c1C(=O)NC1CCN(Cc2ccccc2)C1 (stereo not given)	-7	-6	-2
COc1cccc(C(=O)NC(NC(=S)Nn2cnnc2)C(Cl)(Cl)Cl)c1 (stereo not given)	·	-5	1
Cc1ccc(/C=C2N=C(/C=C/c3ccccc3)OC/2=O)o1	-5	-9	4
Cc1cc(NCc2ccc(C(=O)N(C)C)cc2)nc(C)n1	·	-13	-3
CC(C)C(C(=O)N1CCOC(COCc2cccc(C(F)(F)F)c2)C1)c1ccccc1 (stereo not given)	-3	-5	15
CCN(CC)c1nc(C)nc2c1sc(=S)n2C	·	-8	-1
Oc1cccc2ccc(Nc3ccccn3)nc12	6	57*	-14
CCn1c(C)c(C(=O)CN(CCN2CCOCC2)C(=O)c2cccc(C(F)(F)F)c2)c(C)c1C(=O)OC	-4	-6	-13
CN(C(=O)c1ccccc1F)S(=O)(=O)c1ccc(Cl)s1	·	-5	0
COc1ncccc1C(=O)N(Cc1cccnc1)CC1CCN(Cc2ccccc2C)CC1	·	-7	2
CC(C)=CCC/C(C)=C/CNC(=O)c1cncn1-c1cccc(-c2ccccc2C(F)(F)F)c1	-7	-7	-5
CCOC(=O)Cn1c(=NC(=O)c2ccccc2Br)sc2cccc(F)c21	·	-1	20
O=C(c1cccc([N+](=O)[O-])c1)N1CCCN(c2nc(Cc3ccccc3)nc3c2cnn3-c2ccccc2)CC1	-8	-7	·
COc1cccc(N=Nc2c(O)[nH]c(=O)[nH]c2=O)c1	-3	-8	-2
CCCn1c(S(=O)(=O)C(C)C(=O)Nc2ccc(OC)c(OC)c2)n[nH]c1=O (stereo not given)	·	-7	5
Cc1ncc([N+](=O)[O-])n1CCN1C(=O)C2C(C1=O)[C@H]1CC[C@@H]2O1 (stereo not given in full)	-4	0	-9
CC(=O)NCCOc1ccc(C(=O)N2C[C@@H]3C4CCC(CC4)[C@@H]3C2)cc1	·	-4	3
CC(C)N(Cc1nccn1Cc1ccc(Cl)cc1Cl)C(=O)NC(C)(C)C	-5	9	4
NCc1ccc(COC2CCOCC2)cc1	·	-11	-3
Cc1cc(C(=O)COC(=O)C(C#N)=Cc2ccco2)c(C)n1C1CC1	·	-8	12
O=C(CCCc1cccs1)N1CCN(c2ccccc2O)CC1	·	-15	0
COC(=O)CSc1nc2sc3c(c2c(=O)n1C)CCCC3	·	-8	2
CCOC(=O)C1C(=COCCN)NC(C)=C(C(=O)OC)C1c1ccccc1Cl (stereo not given)	-4	-1&-3&-4	-3&-7
Cc1ccc(NC(=O)CSc2ccc(-c3ccncc3)nn2)cc1	-2	-2	-14
Cc1nn2c(=O)[nH]c(SCC(=O)Nc3ccc(F)cc3)nc2c1-c1ccccc1	-5	25	12
COc1ccccc1C(=O)N1CCc2c(sc3[nH]c(=O)n(C(C)C)c(=O)c23)C1	-4	-8	11

Screens from PubChem.
